Bioassay records as filed in PubChem BioAssay.
Luc counter: Counterscreen for Luciferase (Kinase-Glo TM) Inhibition; Luciferin 4-monooxygenase (Photuris pensylvanica), Q27757; Kinase-Glo luciferase, ATP luminescence, 8 min; Potency, µM (top dose mostly 38.3 µM), without a hit: top-dose activity change, negative = inhibition, usual class: inhibitors; 0.28% of 200,000 active; note: potency is the fitted concentration of half-maximal effect; % is set by controls: 0 for no effect and ±100 for the full control effect; nearly all actives have a fitted effect of over 60% in size
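Compounds were added to a substrate mix at pH 7.2 (50 mM imidazole, 10 uM ATP, within the enzyme's linear range), followed by Kinase-Glo detection reagent; luminescence was measured after 8 minutes at ambient temperature.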
Epigenetic reg: Quantitative High-Throughput Screen for Regulators of Epigenetic Control | murine LDR cells, GFP reporter derepression, 30 h | Potency, µM (doses to about 53.9 µM), without a hit: top-dose GFP activation, usual class: activators | 0.2% of 280,000 active | AID 1865, 2009; note: potency is the fitted concentration of half-maximal effect; % of control where 0% means no effect; nearly all actives have a fitted effect of over 60% in size
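GFP-positive cell count by laser-scanning cytometry (objects 20–120 um) after 30 h, 37 C compound exposure of murine LDR cells; reporter is CMV-GFP integrated at a silenced locus, inducible by HDAC or DNMT inhibitors.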
IMPase Li cell: qHTS Assay for Identifying the Cell-Membrane Permeable IMPase Inhibitors: Potentiation with Lithium | CHO-M1 cells, IP1 TR-FRET (IP-One), carbachol + lithium | Potency, µM (highest dose often 59.4 µM), for the others: at the highest dose activity, negative = IMPase inhibition, most hits filed as inhibitors | 0.35% of 210,000 active | AID 1457, 2008;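 note: IP1 builds up when IMPase is blocked and the TR-FRET signal falls; potency is the fitted concentration of half-maximal effect; plate controls were basal vehicle for no effect and high inhibitor control for full effect; nearly all actives have a fitted effect of over 50% in size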
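CHO cells stably expressing M1 receptor (2000/well) were cultured 16–30 h, then exposed to compounds with a small lithium addition for 30 min at 37C. IP1 was measured by TR-FRET competition; AC50 from Hill fits.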
CBFb RUNX1 block: qHTS Assay for Compounds Blocking the Interaction Between CBF-beta and RUNX1 for the Treatment of Acute Myeloid Leukemia; 230,000 tested, under 10 active; AlphaScreen CBFb-His/RUNX1-biotin binding, biochemical; Runt-related transcription factor 1 (Homo sapiens) + Core-binding factor subunit beta …; Potency, µM (titrated, usually from 59.8 µM), without a hit: top-dose activity, negative = inhibition, most hits filed as inhibitors; note: % of control where 0% means no effect
Target sequence (Q01196 whole entry, looked up): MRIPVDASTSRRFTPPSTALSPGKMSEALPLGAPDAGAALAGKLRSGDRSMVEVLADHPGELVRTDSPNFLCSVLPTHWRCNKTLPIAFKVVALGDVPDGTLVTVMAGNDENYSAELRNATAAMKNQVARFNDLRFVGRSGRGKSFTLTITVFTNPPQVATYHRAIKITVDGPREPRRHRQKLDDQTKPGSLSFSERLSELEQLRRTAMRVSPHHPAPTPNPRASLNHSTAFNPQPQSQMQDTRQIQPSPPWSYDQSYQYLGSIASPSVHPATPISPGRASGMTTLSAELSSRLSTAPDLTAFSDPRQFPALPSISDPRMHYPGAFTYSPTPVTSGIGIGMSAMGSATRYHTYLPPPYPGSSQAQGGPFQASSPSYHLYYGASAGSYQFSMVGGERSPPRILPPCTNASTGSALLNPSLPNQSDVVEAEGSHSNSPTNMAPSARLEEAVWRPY
Target sequence (Q13951 whole entry, looked up): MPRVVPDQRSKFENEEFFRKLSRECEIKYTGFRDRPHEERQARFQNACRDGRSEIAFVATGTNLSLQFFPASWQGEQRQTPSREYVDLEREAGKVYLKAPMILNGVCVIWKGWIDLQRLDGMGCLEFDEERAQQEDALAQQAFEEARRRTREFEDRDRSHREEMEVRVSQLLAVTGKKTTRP
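CBF-beta (His) and RUNX1 (biotin), 30 nM each; 20 min preassociation; + compound, 15 min; + beads 50 ng each (Ni, streptavidin), 90 min; RT; AlphaScreen read.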
LMNA splice mod: qHTS Assay for Modulators of Lamin A Splicing. HeLa LMNA splicing GFP/RFP minigene ratio, 48 h. Potency, µM (top dose mostly 46.1 µM), for inactives: at the top dose ratio change, negative = inhibition, usual class: inhibitors. 0.01% of 200,000 active. AID 1487, 2009; active = well fitted inhibition curve with a large enough effect in the signal ratio, with a control signal flat, not every such curve was filed as active; inconclusive = small, poorly fitted or top-dose-only effect, or effect the other way, or a change in a side signal; the % refers to the signal ratio; note: potency is the fitted concentration of half-maximal effect; % is set by controls: 0 for no effect and ±100 for the full control effect
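S3 HeLa stable clones carrying a lamin A-EGFP splicing minigene plus DsRed2 were seeded at 600 cells/well in Opti-MEM with 2% FBS, pin-dosed and incubated 48 h at 37°C. Acumen cytometry (488 nm) gave the GFP/RFP total-intensity ratio.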
NPSR antagonist: qHTS Assay for Antagonists of the Neuropeptide S Receptor: cAMP Signal Transduction; CHO-NPSR cells, cAMP TR-FRET, antagonist mode; Q6W5P4; 1% of 220,000 active; Potency, µM (top dose mostly 38.3 µM), for the others: at the highest dose activity change, negative = inhibition, actives largely listed as inhibitors; AID 1461, 2008; note: potency is the fitted concentration of half-maximal effect; % is set by controls: 0 for no effect and ±100 for the full control effect; nearly all actives have a fitted effect of over 50% in size; many of its hits are not listed in these tables
Target sequence (Q6W5P4 whole entry, looked up): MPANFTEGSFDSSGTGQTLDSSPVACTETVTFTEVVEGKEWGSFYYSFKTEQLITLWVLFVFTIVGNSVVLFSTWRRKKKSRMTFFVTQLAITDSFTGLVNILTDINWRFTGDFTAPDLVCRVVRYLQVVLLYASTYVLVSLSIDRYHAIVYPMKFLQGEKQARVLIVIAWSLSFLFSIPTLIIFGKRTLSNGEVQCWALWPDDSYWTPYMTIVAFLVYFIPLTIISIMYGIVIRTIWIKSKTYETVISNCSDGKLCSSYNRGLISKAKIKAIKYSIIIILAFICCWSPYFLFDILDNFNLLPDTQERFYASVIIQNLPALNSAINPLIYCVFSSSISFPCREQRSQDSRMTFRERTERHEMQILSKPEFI
HttQ103 aggreg: qHTS Multiplex Assay to Identify Dual Action Probes in a Cell Model of Huntington: Aggregate Formation (GFP); PC12 HttQ103-GFP aggregates, Acumen cytometry, 40 h; Potency, µM (top dose mostly 46.1 µM), inactives show at the highest dose activity change, negative = inhibition, actives largely listed as inhibitors; 1.1% of 220,000 active; AID 1688, 2009; note: potency is the fitted concentration of half-maximal effect; % is set by controls: 0 for no effect and ±100 for the full control effect; nearly all actives have a fitted effect of over 60% in size
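Multiplexed with ATP-based cell death, this channel scores GFP aggregates in PC12 cells expressing inducible HTTex1-Q103-GFP. Induction used 100 nM tebufenozide; compounds were tested in concentration series.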
An asterisk follows results filed as active; ? = inconclusive; . = not tested or not shown; [ ] = remark or other dose. Unless noted, calls come from the whole dose curve; as a rule, active = well fitted curve in the direction sought with a large enough effect; inconclusive = small, poorly fitted or top-dose-only effect, or another doubt; inactive = no such curve, though single readings can be large; an effect the other way counts as inactive or inconclusive. Some of the compounds tested. The share of hits here may be higher or lower than overall.

SMILES	Luc counter	Epigenetic reg	IMPase Li cell	CBFb RUNX1 block	LMNA splice mod	NPSR antagonist	HttQ103 aggreg
CCC1CCCCN1Cc1nc(Cc2ccccc2Cl)no1 (configuration not stated)	.	-1.2%	.	14%	.	-27%	6%[9.22 µM]
Cc1cnc(C(=O)Nc2ccc3c(c2)CCC3)cn1	-5%	-0.7%	-2%[38.3 µM]	1%	7%	-2%[46.1 µM]	0%
COCc1cc(C)nc(N2CCOCC2)c1C#N	3%	-1.1%	-12%[38.3 µM]	-1%	5%	5%[46.1 µM]	-6%
O=C(Cc1ccccc1)Nc1ccc(C(=O)NCC2COc3ccccc3O2)cc1 (configuration not stated)	.	-0.9%	.	0%	-17%	-8%[46.1 µM]	5%
CC(=O)N1CCN(CCN(CC2C(C)C=C(C)CC2C)C(C)=O)CC1 (configuration not stated)	21%	-1.0%	24%[38.3 µM]	2%	-8%	3%[46.1 µM]	-22%
Cc1cc(C)n2cnnc2n1	.	0.1%	.	2%	.	-15%	1%[9.22 µM]
Nc1c(C(=O)CCC(=O)O)oc2ccc(Cl)cc12	17%	-7.8%	-12%[38.3 µM]	-1%	0%	-10%[46.1 µM]	11%
CCc1ccccc1NC(=O)CSc1nnc([C@H](CCSC)NC(=O)OC(C)(C)C)o1	12%	-1.3%	19%[38.3 µM]	4%	-5%	12%[46.1 µM]	29%
CCOC(=O)C1CCN(S(=O)(=O)c2ccc(OCC)cc2)CC1	4%	0.0%	18%[38.3 µM]	4%	-4%	-13%[46.1 µM]	-3%
CCCc1nnc(NC(=O)c2c(O)c3c([nH]c2=O)CCCC3)s1	14%	-0.5%	-12%[38.3 µM]	11%	?	-8%[46.1 µM]	-1%
O=C(NCCO)c1cccc(Nc2nc(-c3ccccc3)c3cc(Cl)ccc3n2)c1	3%	-0.9%	14%[38.3 µM]	11%	?	22%[46.1 µM]	14%
COc1ccc(NC(=S)N2CCN(c3ccccn3)CC2)cc1OC	.	-0.9%	.	-3%	?	-12%[46.1 µM]	13%
COC(=O)c1cn(NC(=O)c2cccnc2)c(=O)c2ccccc12	-4%	2.1%	14%[38.3 µM]	8%	-2%	-2%[46.1 µM]	13%
Cc1ncc(CN2CCCC(CCC(=O)NCc3ccccc3F)C2)s1 (configuration not stated)	-1%	1.9%	10%	6%	?	-2%	11%[9.22 µM]
C#CCSc1nc2ccccc2n1C(=O)c1ccc(S(=O)(=O)N2CCCCC2)cc1	-3%	-1.1%	-2%	4%	-6%	17%	-3%
COc1ccc2c(Cl)c(C(=O)NC3CCS(=O)(=O)C3)sc2c1 (configuration not stated)	2%	0.5%	-5%[38.3 µM]	3%	?	-8%[46.1 µM]	-5%
CCCCCCCCNC(=O)CC(NS(=O)(=O)c1ccc(NC(C)=O)cc1)C(C)C (configuration not stated)	1%	-1.0%	-6%	-9%	-21%	-9%	12%
O=C(COC(=O)c1ccc[nH]c1=O)NC1CCCC1	-4%	0.0%	5%[38.3 µM]	0%	-4%	17%[46.1 µM]	4%
O=C(c1ccc(S(=O)(=O)N2CCCC2)cc1)N1CCC(CN2C(=O)c3cccc4cccc(c34)C2=O)CC1	.	0.0%	.	1%	.	10µM*	-9%[9.22 µM]
COc1ccc(CCN2CC34C=CC(O3)C(C(=O)NCc3ccccc3)C4C2=O)cc1OC (configuration not stated)	3%	-2.3%	-6%[38.3 µM]	5%	1%	-11%[46.1 µM]	14%
O=c1[nH]c2ccccc2c(O)c1-c1ccccc1[N+](=O)[O-]	2%	3.8%	4%	4%	.	10%	-4%[9.22 µM]
COc1ccc(N2C(=O)/C(=C\c3ccco3)N=C2SCC(=O)N(C(C)C)C(C)C)cc1Cl	-5%	?	1%	2%	-3%	?	?
CNC(=O)c1cc2c(s1)-c1ccccc1CC2	-6%	-0.8%[10.1 µM]	-9%	-4%	.	5%	4%[9.22 µM]
Cc1cc2c(cc1C)NC1(C(=O)Nc3ccccc31)C1=C(CC(C)(C)CC1=O)N2 (configuration not stated)	-1%	1.6%	5%[38.3 µM]	1%	4%	-6%[46.1 µM]	15%
CC(C)(C)C(=O)/C=c1\[nH]c(=O)/c(=C\c2ccc(F)cc2)s1	-3%	-2.6%	5%[38.3 µM]	-7%	?	?	-10%

The last 7 compounds of the part before lead into the next:
SMILES	Luc counter	Epigenetic reg	IMPase Li cell	CBFb RUNX1 block	LMNA splice mod	NPSR antagonist	HttQ103 aggreg
O=C(c1ccc(S(=O)(=O)N2CCCC2)cc1)N1CCC(CN2C(=O)c3cccc4cccc(c34)C2=O)CC1	.	0.0%	.	1%	.	10µM*	-9%[9.22 µM]
COc1ccc(CCN2CC34C=CC(O3)C(C(=O)NCc3ccccc3)C4C2=O)cc1OC (configuration not stated)	3%	-2.3%	-6%[38.3 µM]	5%	1%	-11%[46.1 µM]	14%
O=c1[nH]c2ccccc2c(O)c1-c1ccccc1[N+](=O)[O-]	2%	3.8%	4%	4%	.	10%	-4%[9.22 µM]
COc1ccc(N2C(=O)/C(=C\c3ccco3)N=C2SCC(=O)N(C(C)C)C(C)C)cc1Cl	-5%	?	1%	2%	-3%	?	?
CNC(=O)c1cc2c(s1)-c1ccccc1CC2	-6%	-0.8%[10.1 µM]	-9%	-4%	.	5%	4%[9.22 µM]
Cc1cc2c(cc1C)NC1(C(=O)Nc3ccccc31)C1=C(CC(C)(C)CC1=O)N2 (configuration not stated)	-1%	1.6%	5%[38.3 µM]	1%	4%	-6%[46.1 µM]	15%
CC(C)(C)C(=O)/C=c1\[nH]c(=O)/c(=C\c2ccc(F)cc2)s1	-3%	-2.6%	5%[38.3 µM]	-7%	?	?	-10%
COc1ccc(NC(=O)CCn2cccc2)cc1	-3%	-1.1%	-6%[38.3 µM]	1%	1%	-22%[46.1 µM]	3%
Cc1nc(SCC(=O)O)c(C#N)c(C)c1CC(=O)c1ccccc1	2%	2.1%	-10%	0%	.	1%	-11%
CCOc1ccc(NC(=S)Nc2cc(OC)c(Cl)cc2OC)cc1	-2%	-0.6%	3%	2%	-11%	-20%	?
CSc1nnc(-c2sc3cc(Cl)ccc3c2Cl)n1C	3%	0.0%	2%[38.3 µM]	3%	-10%	4%[46.1 µM]	-2%
Cc1cc(O)cc(C)c1Cl	1%	-1.3%	-4%	1%	?	.	-2%
Cc1ccc(N2C(=O)C3NN=C(C(=O)OCc4ccccc4)C3C2=O)c(C)c1 (configuration not stated)	-3%	-0.8%	6%	15%	-2%	9%	4%
Cc1c[nH]c(=O)n(CCCN2CCN(c3ccccc3OCC(F)(F)F)CC2)c1=O	3%	5.0%	16%	0%[21.7 µM]	.	.	.
COc1cccc(-c2nc3ccccc3s2)c1	-3%	0.1%	11%[38.3 µM]	14%	7%	18%[46.1 µM]	-5%
CCOC(=O)N1CCC(NCCNC(=O)c2ccc(Cl)cc2)CC1	-3%	0.9%	36%[activator][38.3 µM]	10%	11%	-7%[46.1 µM]	13%
Cc1cc(N2CCN(C)CC2)nc2ccc(NC(=S)N3CCN(c4ccc(F)cc4)CC3)cc12	9%	-1.1%	-3%	7%	.	-14%	13%
COc1ccc(N2CCN(CCCNC(=O)c3cc4sccc4n3C)CC2)cc1	11%	0.0%	2%[38.3 µM]	-22%	?	-5%[46.1 µM]	-3%
CSc1ccccc1Sc1cc(C(=O)O)c2ccccc2n1	1%	1.3%	-22%	-16%	-16%	7%[46.1 µM]	10%
COc1cc(C2CC(=O)Oc3c2c(=O)n(C)c2ccccc32)cc(OC)c1OC (configuration not stated)	-3%	2.2%	-1%	-6%	16%[46 µM]	-18%	-11%[9.22 µM]
O=C(CSc1nnc(SCc2ccccc2)s1)N/N=C/c1c[nH]c2ccccc12	-1%	-1.9%	-2%	?	.	-6%	10%
COc1ccc(CCNC(=O)c2ccc3c(c2)NC(=O)C(N2CCOCC2)S3)cc1OC (configuration not stated)	-1%	2.3%	29%[38.3 µM]	6%	4%	-12%[46.1 µM]	-11%
O=C(CN1CCCC1)OCCCC1CCCCC1	.	0.1%	.	-5%	.	-15%	9%[9.22 µM]
CN(C)c1nc(Oc2ccc(OCCOc3ccccc3)nn2)nc(N(C)C)n1	-1%	3.9%	9%	0%	?	16%	-3%[9.22 µM]
CCN1CCCC1CNc1ncnc2c1[nH]c1ccc(F)cc12 (configuration not stated)	-7%	1.0%	27%[38.3 µM]	1%	-3%	1%[46.1 µM]	-14%
Cc1cccc(NC(=O)C2CCCN2C(=O)Oc2ccccc2)c1 (configuration not stated)	1%	3.0%	-10%[38.3 µM]	0%	-4%	26%[46.1 µM]	-2%[9.22 µM]
CCCS(=O)(=O)N1CCCC(C(=O)NCC(OC)OC)C1 (configuration not stated)	-1%	2.3%	8%	-2%	.	18%	5%
COc1ccc(C2CC(c3ccccc3OC(C)=O)=NN2C(=O)/C=C/c2ccccc2)cc1 (configuration not stated)	-3%	2.3%	12%	-14%	-8%	-52%	-19%
Cc1onc(-c2ccccc2)c1C(=O)NCc1ccccn1	3%	-1.8%	15%[38.3 µM]	11%	-5%	-6%[46.1 µM]	0%
CC1(C)CCC[C@]2(C)C3CC(=O)O[C@@]3(C)CC[C@H]12 (some centres not stated)	2%	-0.9%	10%	10%[21.7 µM]	.	.	.
O=C(Nc1ccc2snnc2c1)N1CCOCC1	-4%	-0.2%	-8%[38.3 µM]	5%	1%	5%[46.1 µM]	5%

Two of these compounds, set out differently.
Below each SMILES: Luc counter, Epigenetic reg, IMPase Li cell, CBFb RUNX1 block, LMNA splice mod, NPSR antagonist, HttQ103 aggreg
O=C(CN1CCCC1)OCCCC1CCCCC1
    ., 0.1%, ., -5%, ., -15%, 9%[9.22 µM]
Cc1c[nH]c(=O)n(CCCN2CCN(c3ccccc3OCC(F)(F)F)CC2)c1=O
    3%, 5.0%, 16%, 0%[21.7 µM], ., ., .
